From PubChem
STK33 inh = inhibitors of purified STK33 kinase, primary screen, biochemical, ADP-Glo luminescence, homogeneous, cell-free | inhibition, % at 10 µM | Serine/threonine-protein kinase 33 (Homo sapiens), Q9BYT3 | 0.073% of 320,000 active | MBP phosphorylation;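 active = inhibition at or above 25%, using the most active replicate where run in duplicate; inactive = inhibition below 25%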
Target sequence (Q9BYT3 whole entry, looked up): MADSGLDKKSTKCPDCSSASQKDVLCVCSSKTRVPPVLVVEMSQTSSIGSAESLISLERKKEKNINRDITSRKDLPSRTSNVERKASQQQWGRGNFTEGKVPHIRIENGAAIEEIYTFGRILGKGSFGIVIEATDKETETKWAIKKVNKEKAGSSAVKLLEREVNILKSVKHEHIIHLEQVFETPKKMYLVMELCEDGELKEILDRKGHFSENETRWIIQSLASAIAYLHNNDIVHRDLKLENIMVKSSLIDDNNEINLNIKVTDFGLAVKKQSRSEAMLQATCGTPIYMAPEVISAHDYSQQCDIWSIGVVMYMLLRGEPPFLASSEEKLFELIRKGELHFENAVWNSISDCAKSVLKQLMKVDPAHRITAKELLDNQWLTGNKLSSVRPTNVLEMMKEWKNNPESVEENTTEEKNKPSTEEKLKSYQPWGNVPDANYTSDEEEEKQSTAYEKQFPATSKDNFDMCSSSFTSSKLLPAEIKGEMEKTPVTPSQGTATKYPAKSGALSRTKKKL
Kir21 block = inhibitors of mouse Kir2.1 inward-rectifier potassium channel. HEK293-Kir2.1, FluxOR thallium flux fluorescence; stronger effect = lower value. AID 1672, 2009. B-score at 10 µM. 0.85% of 310,000 active;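 active = fluorescence ratio B-score at or below minus 3 SD of library scores, with starting-brightness B-score within 2 SD, cut at about -4.2 in these data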;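 note: channel flux triggered by added potassium and thallium sulfate stimulus; B-score of peak minus minimum fluorescence over baseline after thallium stimulus; more negative B-score means stronger Kir2.1 block with less thallium influx; some compounds called inactive have numbers as strong as hits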
Target sequence (P35561 whole entry, looked up): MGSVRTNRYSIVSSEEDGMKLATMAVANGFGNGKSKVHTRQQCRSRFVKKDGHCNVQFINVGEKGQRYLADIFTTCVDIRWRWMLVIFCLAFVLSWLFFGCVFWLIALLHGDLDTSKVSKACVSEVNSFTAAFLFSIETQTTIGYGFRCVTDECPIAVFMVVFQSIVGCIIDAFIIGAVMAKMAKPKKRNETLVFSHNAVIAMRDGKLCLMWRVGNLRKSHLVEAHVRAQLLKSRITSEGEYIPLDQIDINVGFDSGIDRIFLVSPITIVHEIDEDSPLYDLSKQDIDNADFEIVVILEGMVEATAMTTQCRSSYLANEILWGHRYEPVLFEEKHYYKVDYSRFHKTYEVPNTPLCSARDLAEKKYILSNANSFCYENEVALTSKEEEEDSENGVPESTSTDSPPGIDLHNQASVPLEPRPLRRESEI
Starred values were filed as active, the others as inactive; nt = no result given. The list is partial; the hit share may differ from the screen's.

SMILES	STK33 inh	Kir21 block
COc1cccc(N2C(=O)NC(=O)/C(=C/c3ccc4c5c(cccc35)CC4)C2=O)c1	1.3	2.07
O=C(c1ccccc1)c1ccccc1N=Cc1c(O)[nH]c(=O)[nH]c1=O	-1.1	0.92
COc1ccc(CN2CC3CC(C2)c2cccc(=O)n2C3)cc1OC (stereo not given)	-1.2	-0.54
Cc1ccc(C2=CCNCC2)cc1	-1.9	0.05
O=C1NC(=O)N(Cc2ccco2)C(=O)/C1=C\c1ccc(-c2ccc(F)cc2)o1	-2.8	-0.04
CC(N)C(=O)c1ccco1 (stereo not given)	0.9	1.04
CCCCCn1c(=O)c(C(=O)NCc2ccco2)c(O)c2ccccc21	-0.2	-0.01
Cc1cc(Cl)nc(N)n1	1.3	1.05
CCOC(=O)C1(c2ccccc2)CCN(CCC(C#N)(c2ccccc2)c2ccccc2)CC1	-2.0	-0.57
O=C(O)c1cccc2c1NC(c1cccc([N+](=O)[O-])c1)C1CC(Sc3ccccc3[N+](=O)[O-])C(Cl)C21 (stereo not given)	nt	0.11
Cn1cccc1/C=C1/C(=O)NC(=O)N(Cc2ccccc2)C1=O	-0.8	1.22
Cc1nc2ccccc2n1C1CCN(Cc2nnnn2CCc2ccccc2)CC1	0.3	0.88
COC(=O)C1=C(c2ccc(-c3ccccc3)c(F)c2)C[C@@H]2CC[C@H]1N2C(=O)NCCc1ccccc1	-1.1	nt
CC1CCCN(CC(=O)N2CCCc3ccccc32)C1 (stereo not given)	0.5	-0.92
O=C(CCNC(=O)N1C[C@H]2C[C@@H](C1)c1cccc(=O)n1C2)Nc1ccc(F)cc1	-0.2	-0.93
CC(=NCC1CCCO1)c1c(O)n(C2CCCCC2)c(=O)[nH]c1=O (stereo not given)	0.3	1.49
O=c1[nH]c2ccccc2c(=O)n1-c1cccc(Cl)c1	-1.8	-0.8
CCC(CC)C(=O)NC1CCSC1=O (stereo not given)	1.1	0.06
COc1ccc(OC)c(CC(=O)N(C)C2CCCN(Cc3ccccc3F)C2)c1 (stereo not given)	1.8	-1.67
COC(=O)C1=C(c2cccc(OCc3ccccc3)c2)C[C@@H]2CC[C@H]1N2C(=O)NCc1ccc(OC)c(OC)c1	0.3	nt
C[C@]12CCC(=O)C=C1CC[C@@H]1C2[C@H](O)C[C@]2(C)C(=O)CCC12 (stereo not given in full)	-0.5	0.01
Cc1ccc(-c2cc(-c3ccccc3)cc(-c3ccccc3)[n+]2-c2ccccc2)cc1	-0.3	-9.68*
CC1=C(C(=O)O)N2C(=O)C(NC(=O)Cc3ccccc3)C2SC1 (stereo not given)	-0.3	-0.26
CCN(CC)CCOC(=O)c1ccc(N=Cc2c(O)[nH]c(=O)[nH]c2=O)cc1	0.8	0.02
CN1C2CCC1CC(=NO)C2	-0.4	-0.23
Cc1cc(C(=O)NP(=O)(N2CCOCC2)N2CCOCC2)c(C)n1C1CC1	7.4	-0.8
Cc1c(C=O)c2ccccc2n1Cc1ccccc1	-0.9	-0.91
COc1ccccc1N1CCN(Cc2cccc(OC)c2O)CC1	-1.5	0
COc1ccc2c(c1O)[C@]13CCN(C)[C@H](C2)[C@@H]1CCC(=O)C3	0.8	0.59
Cc1cccn2c(=O)c3c(nc12)N1CCC(Cc2ccccc2)CC1C1(C3)C(=O)N(C)C(=O)N(C)C1=O (stereo not given)	-0.8	1.1
c1ccc(C2OCCN3CCCCC23)cc1 (stereo not given)	0.6	nt
COc1cc2c(cc1O)[C@@H]1Cc3ccc(OC)c(O)c3CN1CC2	-0.8	nt
O=C(N/N=C/c1c(O)n(C2CC2)c(=S)[nH]c1=O)c1ccccc1O	1.4	-0.35
CC(=O)[C@@]1(O)CC[C@H]2[C@@H]3CC=C4C[C@@H](O)CC[C@]4(C)[C@H]3CC[C@@]21C	-2.1	-0.51
CCN(CC)c1ccc(/C=C2\C(=O)NC(=O)N(CC3CCCO3)C2=O)cc1 (stereo not given)	1.6	-0.01
CN1CCC2(CC1)CC(NC=O)c1ccccc1O2 (stereo not given)	-1.0	-0.67
CCOC(=O)c1[nH]c(C)c(C(=O)N2CCC3(CC2)OCCO3)c1C	-2.5	2.44
C=CP(=O)(O)c1ccccc1	-2.0	0.61
CC12CCC3C(CCC4C/C(=N/O)CCC43C)C1CCC2O (stereo not given)	-0.4	-0.15
CCOC(=O)C1=C(N)OC2=C(C(=O)CCC2)C12C(=O)N1c3c(ccc(C)c32)C(C)=CC1(C)C (stereo not given)	-0.4	-1.23
CN(C)c1ccc(P(=S)(N(C)C)N(C)C)cc1	0.5	0.01
Cc1cccc(CCNCc2cc3cccc(C)c3[nH]c2=O)c1	-0.6	-6.86*
C=C(CO)CC1CC(O)[C@]2(C)OC3CC4OC5C[C@]6(C)O[C@]7(C)CCC8OC9C[C@]%10(C)OC%11C(C)=CC(=O)OC%11CC%10OC9C[C@@H](C)C8OC7CC6O[C@]5(C)C/C=C\C4OC3CC2O1 (stereo not given in full)	2.1	2.01
C#CCN1CCN(c2ccc(F)cc2)CC1	-1.0	0.85
OC1(c2ccccc2)CCNC2CCCCC21 (stereo not given)	-2.1	2.02
COC(=O)C1=CO[C@H](C)[C@H]2CN3CC[C@@]4(C(=O)Nc5ccccc54)[C@@H]3C[C@H]12	0.4	0.54
COC(=O)C1=C(c2ccccc2)C[C@@H]2CC[C@H]1N2C(=O)NCCO	-1.3	0.48
COC(=O)C1=C(c2ccc(S(C)(=O)=O)cc2)C[C@@H]2CC[C@H]1N2C(=O)NC1CCCCC1	-0.4	0.28
CN1C(=O)N(C)C(=O)C(CCc2ccccn2)(CCc2ccccn2)C1=O	-0.1	0.1
CCCCC/C(=N/O)c1c(C)[nH]c2ccccc12	-0.9	-1.72
CC(C)Oc1ccc(CC2(CCc3ccncc3)C(=O)NC(=O)NC2=O)cc1	-2.3	-0.15
O=c1[nH]cc(COCC(F)(F)C(F)(F)C(F)(F)F)c(=O)[nH]1	nt	-1.55
COc1cccc(-n2nc(C(=O)N3CCC4(CC3)OCCO4)c3ccccc3c2=O)c1	-1.1	nt
CCOP(=S)(OCC)Oc1nc(Cl)c(Cl)cc1Cl	-0.5	nt
CCCCn1c(=O)c(C(=O)Nc2ccccc2S(N)(=O)=O)c(O)c2ccccc21	-1.5	1.07
CSC(=Nc1ccccc1)c1c(O)n(C)c(=O)n(C)c1=O	0.1	-1.4
CC(NC(=O)Oc1ccccc1)C(c1cccs1)N1CCOCC1 (stereo not given)	2.2	-4.51
CNCC(O)c1ccc(O)cc1 (stereo not given)	1.1	-0.03
O=C1C(=O)c2ccccc2-c2ccccc21	0.7	1.12
COC(=O)c1ccccc1N=Cc1c(O)[nH]c(=S)[nH]c1=O	0.2	0.22

Rewritten with values under each structure: 3 of the compounds above.
Fields – STK33 inh, Kir21 block
> COc1cccc(-n2nc(C(=O)N3CCC4(CC3)OCCO4)c3ccccc3c2=O)c1
→ -1.1, nt
> CCOP(=S)(OCC)Oc1nc(Cl)c(Cl)cc1Cl
→ -0.5, nt
> CCCCn1c(=O)c(C(=O)Nc2ccccc2S(N)(=O)=O)c(O)c2ccccc21
→ -1.5, 1.07

Compound profiles, as listed above:
`CCCCn1c(=O)c(C(=O)Nc2ccccc2S(N)(=O)=O)c(O)c2ccccc21` as listed: STK33 inh: -1.5; Kir21 block: 1.07
`Cc1cccc(CCNCc2cc3cccc(C)c3[nH]c2=O)c1` as listed: STK33 inh: -0.6; Kir21 block: -6.86*

Given comma-delimited: entries from further up.
mol,STK33 inh,Kir21 block
C#CCN1CCN(c2ccc(F)cc2)CC1,-1.0,0.85
OC1(c2ccccc2)CCNC2CCCCC21 (stereo not given),-2.1,2.02
COC(=O)C1=CO[C@H](C)[C@H]2CN3CC[C@@]4(C(=O)Nc5ccccc54)[C@@H]3C[C@H]12,0.4,0.54

Additional results:
SMILES	STK33 inh	Kir21 block
O=C(c1cccc(N2CCCC2=O)c1)N1CCC2(CC1)OCCO2	0.4	0.08
CCCCOc1ccc(CCN)cc1Cl	-0.4	-1.3
O=[N+]([O-])O[C@H]1CO[C@H]2[C@@H]1OC[C@H]2O[N+](=O)[O-]	-3.9	nt
COC(=O)c1c(C)n(Cc2ccco2)c2ccc(O)cc12	0.0	-0.42
COc1ccc(-n2c(O)c(/C=C3\C=Nc4ccc(Br)cc43)c(=O)[nH]c2=O)cc1	0.5	-3.07
CCOP(=S)(OCC)SCC(=O)NC(C)(CC)C(=O)O (stereo not given)	-1.3	-0.78
Oc1ccc(/C=N/NP(=S)(c2ccccc2)c2ccccc2)cc1	-2.9	1.82
O=C(C[n+]1ccn(CCCNP2(=O)C=C(c3ccccc3)OC(c3ccccc3)=C2)c1)c1ccccc1	-1.3	0.44
O=C(CCC(=O)N1C[C@H]2C[C@@H](C1)c1cccc(=O)n1C2)NCc1ccccc1	-1.5	0.49
CCn1c(=O)n(CC(=O)N2CCC3(CC2)OCCO3)c(=O)c2ccccc21	-0.3	-1.88
CSc1ccc(C(=O)C2CCCN(C)C2)cc1 (stereo not given)	3.8	0.67
COC(=O)C1=C(c2cccc(OCc3ccccc3)c2)C[C@@H]2CC[C@H]1N2C(=O)NNCc1ccccc1	-0.5	nt
O=C(C[N+]12CCC(CC1)C(CO)C2)c1ccc(Br)cc1 (stereo not given)	-0.8	0.11
Clc1ccccc1N1CCN(Cc2ccc3c(c2)OCO3)CC1	-0.3	0.41
O=C1CC(=O)N(c2cccc(C(F)(F)F)c2)C(=O)N1	-1.4	-0.62
O=C1OCCC1NC1=NCCC1 (stereo not given)	-1.6	0.47
Cc1c(C(=O)N2CCC3(CC2)OCCO3)sc2ncnc(N3CCc4ccccc4C3)c12	0.1	1.6
Cc1ccc(Cn2ccccc2=N)cc1	-0.3	1.44
C=CCN1C(=O)/C(=C\c2ccc(N3CCOCC3)o2)C(=O)NC1=S	0.4	-2.31
Cc1ccc(-c2cc(C(F)F)n3ncc(C(=O)N4CCC5(CC4)OCCO5)c3n2)cc1	-0.3	-0.03
COc1ccc(/C=C/C2=CCN(C)CC2)cc1	-0.5	0.86
COC(=O)C1=C(c2ccc(F)cc2OCc2ccccc2)C[C@@H]2CC[C@H]1N2C(=O)NCc1ccccc1OC	1.3	nt
Cc1cccc(NC(=O)N2C[C@H]3C[C@@H](C2)c2cccc(=O)n2C3)c1	1.2	-1.14
COC(=O)C1=C(c2cccc(OC)c2OC)C[C@@H]2CC[C@H]1N2C(=O)NCc1ccccc1	0.1	1.87
CCN1CCc2ccccc2C1	-2.0	1.2
CN=C(SCc1cc2c(cc1Cl)OCO2)c1c(O)n(C)c(=O)n(C)c1=O	0.6	0.72
COC(=O)C1=C(c2cccc(OCc3ccccc3)c2)C[C@@H]2CC[C@H]1N2C(=O)NCCN1CCOCC1	-0.1	nt
CCCCCCN1CCN(c2ccccc2Cl)CC1	0.2	1.08
Oc1cccc(/C=N/NP(=S)(c2ccccc2)c2ccccc2)c1	0.5	-0.11
CCc1cc2c(N3CCN(C)CC3)ncnc2s1	-1.6	0.06
CCC(=NCCCN(CC)CC)c1c(O)n(C2CCCCC2)c(=O)[nH]c1=O	0.6	-1.05
O=Cc1c(C(=O)O)n(Cc2ccc(Cl)cc2)c2ccccc12	-0.4	-0.53
OC1(c2ccc(F)cc2)CC2CCC(C1)N2Cc1nnnn1C1CCCCC1 (stereo not given)	-0.7	-1.45
Cc1cccc(C)c1OP(N)(=O)Oc1c(C)cccc1C	-0.7	-0.01
c1ccc(-c2nnc(C3CC(c4cccnc4)=NO3)o2)cc1 (stereo not given)	-2.6	0.69
CCNC(=O)NC(=O)C(C)OC(=O)c1c(C)nn(Cc2ccccc2Cl)c1Cl (stereo not given)	-0.5	3.47
O=[N+]([O-])c1cccc2c([As](=O)(O)O)cccc12	-0.5	-0.77
NP(=O)(Oc1ccc(Cl)cc1)Oc1ccc(Cl)cc1	-2.3	0.02
Cc1ccc(-n2c(O)c(C=Nc3ccc(Br)cn3)c(=O)[nH]c2=O)cc1	-0.7	-2.32
CCN(CC)CCN=C(C)c1c(O)n(-c2ccccc2OC)c(=O)[nH]c1=O	0.8	-0.47
Cc1ccc2c(c1)C1CN(C)CCC1N2C(=O)c1cccs1 (stereo not given)	0.7	-0.4
O=[N+]([O-])c1ccc(N2CCCCCC2)c2ncccc12	2.8	-0.15
O=c1[nH]c(=S)n(-c2cccc(Cl)c2)c(O)c1C=NCCN1CCNCC1	0.2	1.95
CSc1ccc(C(=O)C2CCCN(Cc3cccnc3)C2)cc1 (stereo not given)	-0.6	-2.04
Cc1nn(Cc2ccccc2)c(C)c1C=C1C(=O)NC(=O)NC1=O	-1.9	-2
O=C(COc1ccc2ccc(=O)oc2c1)N1CCC(C(=O)O)(c2ccccc2)CC1	1.0	0.48
S=P(Nn1cnnc1)(c1ccc(Br)cc1)c1ccc(Br)cc1	-1.8	1.79
CC1(C)CC(=O)C(C=NCCN2CCN(C(=O)Cc3ccccc3)CC2)=C(O)C1	-2.2	0.06
CC(C)NC(C)Cc1ccc(I)cc1 (stereo not given)	-2.5	nt
CC(C)NC(=O)c1ccc(N2CC3CC(C2)c2cccc(=O)n2C3)c([N+](=O)[O-])c1 (stereo not given)	-2.4	-1.59
C/C(=N\NC(=O)c1ccccc1)c1c(O)n(C2CCCCC2)c(=O)[nH]c1=O	0.6	0.23
